CXCR6 block = CXCR6 receptor inhibitors, primary screen, cell-based, beta-arrestin, luminescence, CHO-K1 PathHunter, 1536-well; actives 0.36% (n = 360,000); AID 602244, 2012; C-X-C chemokine receptor type 6 (Homo sapiens), O00574; inhibition, % at 20 µM; in the data active = inhibition above about 34%, passing the limit was not always enough;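 note: antagonist mode with CXCL16 agonist at 10 nM final; 0% = 10 nM CXCL16 with DMSO and 100% = unstimulated wells without agonist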
Target sequence (O00574 whole entry, looked up): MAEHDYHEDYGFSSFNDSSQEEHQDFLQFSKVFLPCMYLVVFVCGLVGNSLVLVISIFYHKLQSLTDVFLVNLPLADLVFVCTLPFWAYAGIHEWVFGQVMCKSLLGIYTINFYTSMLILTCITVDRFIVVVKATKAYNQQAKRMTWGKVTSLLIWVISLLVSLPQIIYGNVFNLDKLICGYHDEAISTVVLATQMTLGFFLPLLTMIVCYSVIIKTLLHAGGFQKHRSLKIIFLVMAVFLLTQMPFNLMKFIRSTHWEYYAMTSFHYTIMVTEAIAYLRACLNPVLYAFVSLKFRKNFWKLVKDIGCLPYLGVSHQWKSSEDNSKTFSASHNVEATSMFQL
UPR CHOP act = activators of apoptotic CHOP UPR arm, primary screen, cell-based, CHO-CHOP luciferase reporter, luminescence, uHTS. UPR activation; percent of tunicamycin response over DMSO baseline. activation, % at 10 µM. actives 0.34% (n = 330,000);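 active = at 10 µM dose, activation of 40% or more, normalized to positive control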;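 note: 100% = tunicamycin at 10 µg/mL and 0% = DMSO alone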
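Test system: CHO CHOP reporter cells. Input: 500 CHO-CHOP cells per well. Medium: F12 with 10% FBS. Technique: luciferase luminescence. Measure: percent activation relative to tunicamycin control. Dosing: 10 µM compound, 0.5% DMSO. Timing: 16-18 h cell attachment, then 6 h compound exposure, 37 °C.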
TIM10 inh = growth inhibitors of isogenic TIM10 control yeast, primary screen, counter-screen for tim10-1 yeast inhibitor project, luminescence, uHTS. AID 463195, 2010. S. cerevisiae TIM10 strain growth, BacTiter-Glo luminescence, 24 h. actives 1.4% (n = 330,000). inhibition, % at 10 µM;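 active = inhibition of 40% or more at the single tested concentration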;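 note: wild-type TIM10 isogenic control strain grown at permissive 25 °C; 0% = DMSO yeast wells and 100% = minimal medium wells without yeast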
APJ antag = antagonists of human apelin receptor APJ, primary screen, CHO-K1 cells, beta-arrestin complementation, luminescence | actives 0.32% (n = 330,000) | P35414 | inhibition, % at 20 µM | AID 2521, 2010;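 active = inhibition above about 40% at 20 µM, limit read from the data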;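 note: cells challenged with 10 nM apelin-13 agonist together with compound; plate controls were apelin-13 plus DMSO wells for no effect and DMSO wells lacking apelin-13 for full effect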
Target sequence (P35414 whole entry, looked up): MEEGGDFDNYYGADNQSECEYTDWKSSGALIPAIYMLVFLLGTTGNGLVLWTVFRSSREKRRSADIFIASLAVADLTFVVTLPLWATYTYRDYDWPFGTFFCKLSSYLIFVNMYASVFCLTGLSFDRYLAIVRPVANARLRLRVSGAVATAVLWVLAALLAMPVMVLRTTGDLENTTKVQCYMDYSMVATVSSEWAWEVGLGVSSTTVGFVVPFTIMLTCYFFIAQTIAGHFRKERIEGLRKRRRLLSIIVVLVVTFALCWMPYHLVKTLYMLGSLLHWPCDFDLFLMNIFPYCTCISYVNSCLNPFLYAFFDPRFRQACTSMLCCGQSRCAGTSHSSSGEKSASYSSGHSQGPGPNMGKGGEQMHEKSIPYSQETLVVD
tim10-1 inh = growth inhibitors of tim10-1 mutant yeast, primary screen, luminescence, uHTS. S. cerevisiae tim10-1 ts strain growth, BacTiter-Glo, 24 h. actives 2.2% (n = 330,000). inhibition, % at 20 µM;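 active = inhibition of at least 40%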;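 note: mutant grown at 25 °C; 0% = DMSO wells with yeast and 100% = wells holding no yeast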
APJ ag = agonists of human apelin receptor APJ, primary screen, CHO-K1 cells, PathHunter beta-arrestin, luminescence. P35414. 0% DMSO wells, 100% apelin. activation, % at 20 µM. actives 0.11% (n = 330,000);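 active = activation more than six SD over the plate average, tested at 20 µM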;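 note: 0% = DMSO alone and 100% = apelin-13 at 10 nM; some results filed as inactive read as strong as hits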
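Assay system: CHO-K1 APJ beta-arrestin complementation cell line / Compound: single test compound dose, 20 µM final, 1% DMSO / Times: overnight seeding, 90 min compound at 25 °C, 1 h detection / Technique: beta-gal luminescence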
Mdm2 MdmX PPI = inhibitors of human Mdm2-MdmX association, primary screen, cell-based, luminescence, split luciferase, SaOS-2, uHTS; actives 3% (n = 330,000); SaOS-2 split-luciferase Mdm2/MdmX complementation; AID 485346, 2010; Protein Mdm4 (Homo sapiens) + E3 ubiquitin-protein ligase Mdm2 (Homo sapiens), …; inhibition, % at 8 µM;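 active = inhibition of at least 50% at 8 µM in the primary screen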
UPR XBP1 act = activators of adaptive XBP1 UPR arm, primary screen, cell-based, CHO-XBP1 luciferase reporter, luminescence, uHTS. IRE1-XBP1 UPR activation; percent of tunicamycin response, DMSO as zero. actives 0.33% (n = 330,000). activation, % at 20 µM;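 active = versus positive control, 20 µM dose yields 30% or more activation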;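 note: 100% = tunicamycin at 10 µg/mL and 0% = DMSO only wells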
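Material – CHO cell line with stable XBP1 luciferase reporter · Buffer or medium – F12 plus 10% FBS · Compound – single point, 20 µM final compound, 1% DMSO · Schedule – 16-18 h cell attachment at 37 °C, then 6 h compound exposure · Signal – Steady-Glo luminescence read · Benchmarks – high control tunicamycin 10 µg/mL final, low control DMSO vehicle only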
tim23-1 inh = growth inhibitors of tim23-1 mutant yeast, primary screen, luminescence, uHTS; S. cerevisiae tim23-1 growth, BacTiter-Glo luminescence, 24 h; inhibition, % at 20 µM; actives 1.3% (n = 330,000); AID 463212, 2010;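 active = growth inhibition of the mutant yeast at or above 50%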;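 note: temperature-sensitive mutant grown at 25 °C; plate controls were DMSO-treated mutant yeast for no effect and medium wells lacking yeast for full effect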
Starred values were filed as active, the others as inactive; . = not tested or not shown. Not all compounds are listed; count on the stated rates, not on these rows.

Order of results: CXCR6 block	UPR CHOP act	TIM10 inh	APJ antag	tim10-1 inh	APJ ag	Mdm2 MdmX PPI	UPR XBP1 act	tim23-1 inh
> Cc1nn(S(=O)(=O)N2CCCCC2)c(C)c1Br
 : 2.1	0.1	-27.7	7.9	-18.8	-2.9	2.9	-2.7	-11.8
> O=C(c1ccc2oc(CCc3ccccc3)nc2c1)N1CC[C@H](O)C1
 : 2.1	6.3	5.5	-3.2	22.0	-2.7	-91.6	-8.0	14.3
> COc1cc(OC)cc(-c2nc3ccccc3c(=O)n2OC(=O)c2ccc(Br)cc2)c1
 : -3.0	-1.0	61.5*	-1.1	48.9*	-1.3	13.3	-1.3	58.1*
> COc1ccc(-n2nnnc2SC(C)C(=O)NC2CCCC2)cc1 (configuration not stated)
 : 7.2	-0.8	-10.9	18.3	1.5	-4.6	17.0	-3.7	8.6
> O=C(OC1CCN(c2ncc(C(F)(F)F)cc2Cl)CC1)c1ccccc1
 : -4.4	-0.8	9.5	3.8	16.6	-1.1	-32.9	0.6	2.9
> CC12CCC(C(=O)N(CSC(=S)N/N=C\c3ccccc3O)C1=O)C2(C)C (configuration not stated)
 : -5.6	-1.7	44.1*	6.1	47.3*	-0.2	18.8	1.8	65.7*
> N#CC1=C(N)N=C(SCc2cccc3ccccc23)C(C(N)=O)C12CCCCC2 (configuration not stated)
 : 4.1	-2.0	-6.0	20.9	30.1	-5.6	17.0	3.9	31.9
> Nc1nc2c(nc(Br)n2[C@@H]2O[C@@H]3COP(=O)(O)O[C@H]3[C@H]2O)c(=O)[nH]1
 : 0.2	-2.1	5.1	14.9	-6.5	-3.1	-5.3	0.9	-10.4
> Cc1ccccc1NC(=O)NCCCN1CCN(C2CCCCC2)CC1
 : -2.8	1.5	2.0	17.1	3.9	0.1	3.7	0.5	1.9
> CCOc1ccccc1NC(=O)COc1ccc2ccc(=O)oc2c1
 : 5.4	-1.1	4.1	-3.3	5.2	-0.3	27.2	0.8	-9.8
> CC(C)(C)c1ccc(OCC(O)CS(=O)(=O)c2ccccn2)cc1 (configuration not stated)
 : -6.4	-0.7	-4.2	9.5	15.7	-2.7	6.3	0.6	15.2
> Cc1ccc(C)c(OCCC(=O)NCCc2ccc(F)cc2)c1
 : -1.7	-1.3	-39.3	16.9	3.9	-2.8	34.7	-3.9	12.6
> Cc1ccc(CN(c2ccc(C(=O)NCC3CCCO3)cc2)S(C)(=O)=O)cc1 (configuration not stated)
 : 0.9	0.2	-6.5	3.7	5.0	-1.6	6.3	3.0	-1.8
> O=C(OCC(=O)N1CCCC1)c1cc2c(cc1[N+](=O)[O-])OCCO2
 : -6.7	0.5	3.5	4.9	8.8	6.9	-18.6	1.0	-1.8
> CC(=O)c1ccc(-n2nncc2C(C)(C)C)cc1
 : 2.1	0.5	-2.1	16.6	-2.3	-1.3	-8.1	-0.5	-0.6
> O=C(/C=C/c1ccco1)NCC1CCCO1 (configuration not stated)
 : 2.5	-2.3	-6.4	3.8	7.8	-0.8	5.3	-2.2	18.6
> C/C(=N\Nc1nc2c(s1)CCCC2)c1ccc(Cl)cc1
 : -14.4	3.3	50.0*	-24.6	60.7*	3.2	7.1	2.2	58.2*
> CCOC(=O)Nc1sc(C)nc1-c1ccccc1
 : 3.8	0.8	-7.2	6.8	-21.0	-5.5	14.1	-2.3	0.4
> O=S1(=O)CCC(=Nc2ccc(Cl)cc2)c2ccsc21
 : 1.9	0.8	5.5	-5.7	-4.1	-3.3	20.6	-0.1	-1.5
> CCCCNC(=O)Nc1c(C(=O)OCC)[nH]c2ccccc12
 : -2.9	0.1	1.8	0.5	7.4	-0.8	-0.3	-3.9	0.5
> Cc1ccc(NC(=O)COC(=O)C2COc3ccccc3O2)cc1S(=O)(=O)N1CCOCC1 (configuration not stated)
 : -1.2	0.9	7.7	10.8	-6.8	-4.4	41.9	-1.5	-7.1
> CCOC(=O)c1ccc(NC(=O)COc2cc3oc(=O)c(CC(C)O)c(C)c3cc2Cl)cc1 (configuration not stated)
 : 0.3	-1.5	-12.0	-22.8	-1.7	0.4	12.3	-2.2	-27.0
> COc1ccc(-c2[nH]ncc2/C=C(/C#N)C(=O)NC2CCCCCC2)cc1
 : 1.0	0.8	21.2	15.0	26.7	1.4	45.6	2.5	29.4
> CC(C)CC(C(=O)OCC(=O)Nc1ncc(Cl)cc1Cl)N1C(=O)c2ccccc2C1=O (configuration not stated)
 : 4.8	-3.7	-8.9	14.0	-3.6	-2.8	28.1	0.9	4.3
> NC(=O)CSc1nc(N)c2c3c(sc2n1)CCCCC3
 : -6.7	2.1	-0.4	9.5	20.7	2.8	-29.3	4.0	9.3
> CN1CCC(N(C)C(=O)CCc2nc3ccccc3c(=O)[nH]2)CC1
 : -7.1	0.7	-5.4	21.8	13.1	-5.3	-6.3	1.1	-4.2
> O=c1c2ccc(Cl)cc2nc(-c2ccc([N+](=O)[O-])cc2)n1O
 : 8.0	-1.8	63.0*	-29.1	33.4	-1.4	5.9	1.9	54.6*
> CC12CN(C(=O)c3ccccc3Br)CC(C)(CN(C(=O)c3ccccc3Br)C1)C2=O
 : 2.3	1.1	18.2	18.1	19.9	2.2	15.3	-0.5	18.5
> CCn1c(CC(=O)Nc2ccccc2C)nnc1SCC(=O)NC1=NCCS1
 : 2.1	-0.2	-4.9	3.8	17.0	0.5	6.2	13.0	12.8
> Cc1ccnc(N2CCC(C(=O)NNC(=O)c3ccncc3)CC2)n1
 : 4.0	-3.4	-6.1	3.9	-7.2	0.0	7.8	-0.3	8.4
> COc1ccc(N2C(=O)CC(Sc3nc4ccccc4s3)C2=O)cc1 (configuration not stated)
 : -4.7	0.7	20.8	-22.9	40.9*	-1.7	25.5	-4.3	34.4
> CCN(C(=O)COC(=O)c1ccc(C=O)cc1)c1c(N)n(Cc2ccccc2)c(=O)[nH]c1=O
 : -4.7	-0.4	3.5	-1.0	-1.0	-1.1	-8.7	3.5	7.9
> Cc1ccc(Cn2cccc(NC(=O)CCC3CCCC3)c2=O)cc1
 : 13.9	-0.9	21.2	6.1	8.8	-3.3	30.5	-2.4	25.0
> O=c1[nH]c(CSc2nnc(NCCCN3CCOCC3)s2)nc2cc(Cl)ccc12
 : 8.6	-0.1	-1.0	8.1	8.4	-1.2	-5.3	-3.0	6.0
> COCCCN(C(=O)c1ccc2ccccc2n1)c1c(N)n(Cc2ccccc2)c(=O)[nH]c1=O
 : -4.6	1.0	8.5	9.8	-10.6	-3.5	8.6	2.8	-5.9
> COc1ccc(C)cc1NC(=O)C12CCC(C)(C(=O)O1)C2(C)C (configuration not stated)
 : 3.5	-0.2	12.8	5.6	28.6	-4.1	4.4	-1.6	28.3
> CCc1nc2oc3ccccc3c(=O)c2c(=O)n1-c1ccccc1
 : 1.1	-0.7	0.7	8.2	-4.5	-5.6	-149.6	0.8	-17.5
> O=C(NCCCc1ccccc1)C1CC(=O)N(c2ccc3c(c2)OCCO3)C1 (configuration not stated)
 : -1.7	-3.5	-19.1	-0.3	23.4	0.6	-2.3	-4.6	13.3
> COCCNc1nnc(SCC(=O)NC(=O)c2ccc(Cl)cc2)s1
 : -10.7	-0.3	-0.9	18.8	-13.0	-3.0	16.3	-2.7	1.5
> O=C(CCCC(=O)N(CC(=O)NC1CCCC1)c1ccc(F)c(Cl)c1)Nc1ccccn1
 : -2.1	0.2	-9.8	-4.5	-8.6	0.1	16.6	1.9	6.7
> c1ccc(-n2ncc3c(NCC4CCCO4)ncnc32)cc1 (configuration not stated)
 : -0.2	5.2	13.4	-3.9	24.9	-1.3	-64.0	0.0	11.6
> O=C1N(c2ccc(Cl)cc2)C(c2ccc(Cl)cc2)N2CCCN12 (configuration not stated)
 : 10.3	-0.7	22.7	6.2	16.0	-2.9	-7.2	3.6	37.0
> Cc1c(C(C)(C(=O)O)c2c(C)n(C)c3ccccc23)c2ccccc2n1C
 : .	-0.5	6.3	-10.6	25.6	-0.5	-5.8	-3.3	23.8
> COc1ccc(S(=O)(=O)N2CCN(c3nc(-c4cccnc4)nc4ccccc34)CC2)cc1
 : 2.3	2.5	0.3	-11.1	11.2	-1.7	-22.9	3.5	35.1
> CCCC(=O)NNC(=O)c1ccoc1C
 : 0.3	-0.4	-3.8	-5.0	6.3	-4.3	11.1	-2.3	-11.3
> CCOC(=O)C1CCN(C(=O)CN2C(=O)c3cccnc3Oc3ccc(C)cc32)CC1
 : -1.0	-0.6	7.4	-1.8	-0.5	-0.5	3.0	-0.1	8.6
> Cc1c(NS(=O)(=O)c2cccc(C(=O)NCc3ccccc3)c2)c(=O)n(-c2ccccc2)n1C
 : 2.5	-1.0	-3.0	6.2	8.1	-4.7	12.4	-1.8	3.0
> Cc1ccc2c(c1)C1CN(C)CCC1N2S(=O)(=O)c1ccccc1F (configuration not stated)
 : 5.1	0.4	-0.1	21.8	-2.8	-2.2	15.8	2.3	-1.0
> Cn1c(N)c(C(=O)COC(=O)c2cccnc2Cl)c(=O)n(C)c1=O
 : 3.9	1.3	-1.8	-0.5	4.4	-4.1	15.7	-1.9	-1.9
> COc1ccccc1NC(=O)C1CCOC1=O (configuration not stated)
 : -7.6	0.8	2.4	12.6	-6.8	-5.9	7.2	0.3	3.3
> COc1ccccc1NS(=O)(=O)c1cc(C(=O)NCC(c2ccco2)N2CCCCC2)ccc1C (configuration not stated)
 : 0.0	0.5	5.5	-6.4	-3.1	-4.2	6.9	-0.4	-6.0
> CCOC(=O)c1c(NC(=O)CSc2nnnn2CC)sc(C)c1C
 : 2.2	-1.5	31.3	-10.6	20.5	5.2	-12.4	-2.0	17.7

4 compounds already listed, sorted by molar mass, low to high.
Order of results: CXCR6 block	UPR CHOP act	TIM10 inh	APJ antag	tim10-1 inh	APJ ag	Mdm2 MdmX PPI	UPR XBP1 act	tim23-1 inh
> Cn1c(N)c(C(=O)COC(=O)c2cccnc2Cl)c(=O)n(C)c1=O
 : 3.9	1.3	-1.8	-0.5	4.4	-4.1	15.7	-1.9	-1.9
> Cc1c(C(C)(C(=O)O)c2c(C)n(C)c3ccccc23)c2ccccc2n1C
 : .	-0.5	6.3	-10.6	25.6	-0.5	-5.8	-3.3	23.8
> CCOC(=O)C1CCN(C(=O)CN2C(=O)c3cccnc3Oc3ccc(C)cc32)CC1
 : -1.0	-0.6	7.4	-1.8	-0.5	-0.5	3.0	-0.1	8.6
> COc1ccccc1NS(=O)(=O)c1cc(C(=O)NCC(c2ccco2)N2CCCCC2)ccc1C (configuration not stated)
 : 0.0	0.5	5.5	-6.4	-3.1	-4.2	6.9	-0.4	-6.0

Source: PubChem
